Source: PubChem (several laboratories)
TWEAK-Fn14 inh: inhibitors of TWEAK-Fn14 signaling, primary screen, luciferase reporter cells, uHTS; TWEAK-stimulated Fn14 reporter cells, luciferase luminescence, 8 h; inhibition, % at 10 µM; 2% of 360,000 active; AID 1159606, 2016; in the data active = inhibition above about 50%
LRH-1 inv ag: LRH-1 (NR5A2) inverse agonists, primary screen, cell-based, luminescence, HEK293T, StAR-luciferase reporter; Nuclear receptor subfamily 5 group A member 2 (Homo sapiens), O00482; inhibition, % at 3.6 µM; LRH-1 transfected, 24 h; 0.13% of 360,000 active;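 active = inhibition above the mean inhibition of all tested compounds plus 3 SD, cut at about 73% in these data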;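 also: 0% = DMSO wells and 100% = reporter-only cells lacking LRH-1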
Target sequence (O00482 whole entry, looked up): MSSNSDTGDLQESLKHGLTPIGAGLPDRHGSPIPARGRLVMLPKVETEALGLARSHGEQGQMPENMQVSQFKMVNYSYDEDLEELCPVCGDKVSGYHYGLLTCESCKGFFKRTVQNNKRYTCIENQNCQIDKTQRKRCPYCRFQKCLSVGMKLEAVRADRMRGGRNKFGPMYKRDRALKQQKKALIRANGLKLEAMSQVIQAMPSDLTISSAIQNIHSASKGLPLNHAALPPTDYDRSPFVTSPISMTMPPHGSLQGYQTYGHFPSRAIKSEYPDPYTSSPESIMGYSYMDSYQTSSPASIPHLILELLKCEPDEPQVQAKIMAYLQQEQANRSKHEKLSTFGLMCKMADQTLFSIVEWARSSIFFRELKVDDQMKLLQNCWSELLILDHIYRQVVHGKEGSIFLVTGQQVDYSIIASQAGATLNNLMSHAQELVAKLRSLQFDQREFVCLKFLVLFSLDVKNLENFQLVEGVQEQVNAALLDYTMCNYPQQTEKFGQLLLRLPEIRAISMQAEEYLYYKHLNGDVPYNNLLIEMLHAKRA
EBV LMP1 NFkB: EBV LMP1-driven NF-kappaB luciferase reporter inhibitors, primary screen, cell-based, luminescence, single point. AID 504558, 2011. inhibition, % at 12.5 µM. 0.69% of 350,000 active. LMP1-induced NF-kappaB luciferase reporter cells; in the data active = inhibition above about 41%;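 also: 0% = neutral control wells and 100% = reference inhibitor control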
KKLEB cytotox: cytotoxicity in KKLEB CF airway cells, primary screen, cytotoxicity control for CF NF-kB inhibitor project, cell-based, uHTS, fluorescence assay plates; KKLEB CF airway cells viability, ATPlite luminescence, overnight; stronger effect = lower value; cells stimulated with P. aeruginosa culture filtrate; activity change (cytotoxicity), % at 5 µM; 0.36% of 360,000 active; AID 602141, 2011;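 active = corrected activity change at or below -50% at 5 µM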
NR2F2 inh: NR2F2 transcriptional activity inhibitors, primary screen, cell-based, luciferase reporter, HEK293T, luminescence; inhibition, % at 8.6 µM; 0.7% of 370,000 active; COUP transcription factor 2 (Homo sapiens), P24468; HEK293T NGFI-A luciferase reporter;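 active = inhibition above a per-plate cutoff, mean inhibition of test wells between control levels plus 3 SD, cut at about 38% in these data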;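 also: cells cotransfected with COUP-TFII expression vector driving the NGFI-A reporter; 0% = median of COUP-TF2 test wells and 100% = reporter-only cells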
Target sequence (P24468 whole entry, looked up): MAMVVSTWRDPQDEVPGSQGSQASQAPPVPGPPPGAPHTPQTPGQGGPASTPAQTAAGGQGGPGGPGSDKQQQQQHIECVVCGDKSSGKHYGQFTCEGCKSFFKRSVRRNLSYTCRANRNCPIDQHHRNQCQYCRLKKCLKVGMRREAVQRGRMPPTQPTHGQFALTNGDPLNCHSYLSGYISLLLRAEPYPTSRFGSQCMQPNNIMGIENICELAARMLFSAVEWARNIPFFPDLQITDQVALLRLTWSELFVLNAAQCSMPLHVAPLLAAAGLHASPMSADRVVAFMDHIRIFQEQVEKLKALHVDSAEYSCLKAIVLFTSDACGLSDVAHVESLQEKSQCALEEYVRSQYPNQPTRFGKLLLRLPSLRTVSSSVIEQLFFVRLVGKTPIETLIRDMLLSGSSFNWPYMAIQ
TRAIL sens C8: viability loss with TRAIL in NB7+C8 cells, primary screen, TRAIL sensitizer project, cell-based, ATPlite luminescence | 1% of 360,000 active | inhibition (viability loss, TRAIL sensitization), % at 10 µM | AID 624354, 2012;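 active = compounds causing at least 50% loss of cell viability in the single-dose screen, relative to plate controls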
NCOA1 inh: SRC1 coactivator transcriptional activity inhibitors, primary screen, cell-based, luminescence; Nuclear receptor coactivator 1 (Homo sapiens), Q15788; HEK293 GAL4-SRC1 luciferase reporter; inhibition, % at 3.6 µM; 0.12% of 360,000 active; AID 588354, 2011;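 active = inhibition above the campaign mean plus 3 SD, with each screening campaign given its own cutoff, cut at about 60% in these data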;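 also: 0% = DMSO treated cells and 100% = gossypol at 36 µM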
TROY NFkB inh: inhibitors of TROY-driven NF-kB signaling, primary screen, Q293 LMP1-TROYcd cells, NF-kB luciferase, uHTS; Q293 LMP1-TROYcd NF-kB luciferase reporter, 4 h; inhibition, % at 10 µM; 0.98% of 360,000 active; AID 1347056, 2019;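 active = compounds whose plate-normalised and pattern-corrected inhibition of the luciferase reporter signal at the single screening dose is 50% or more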
SRC3 inh: SRC3 coactivator transcriptional activity inhibitors, primary screen, cell-based, luminescence; AID 588352, 2011; 0.17% of 360,000 active; Nuclear receptor coactivator 3 (Homo sapiens), Q9Y6Q9; inhibition, % at 3.6 µM; HEK293 GAL4-SRC3 luciferase reporter;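 active = inhibition above a per-campaign cutoff, the mean of all compounds plus 3 SD, cut at about 60% in these data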;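 also: 0% = DMSO-treated cells and 100% = gossypol-treated cells at 36 µM; higher means less SRC3-driven luciferase light from the GAL4 reporter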
CF NFkB block: inhibitors of PAF-induced NF-kB signaling, primary screen, cell-based, GFP fluorescence, uHTS | KKLEB NF-kB-GFP reporter, GFP fluorescence overnight | inhibition, % at 5 µM | 0.86% of 360,000 active;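 active = at least 50% inhibition at 5 µM, scaled per plate between neutral and stimulator controls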;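 also: PAF is a Pseudomonas aeruginosa culture filtrate used as stimulus; plate controls were PAF-stimulated DMSO wells for no effect and unstimulated DMSO wells for full effect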
SRC2 inh: inhibition of GAL4-SRC2 driven luciferase reporter, primary screen, SRC2 inhibitor project, cell-based, luminescence. Nuclear receptor coactivator 2 (Homo sapiens), Q15596. HEK293 GAL4-SRC2 luciferase reporter. inhibition, % at 9 µM. 0.17% of 370,000 active;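 active = inhibition above the mean inhibition of all tested compounds plus 3 SD, set per campaign, cut at about 52% in these data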;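 also: 0% = DMSO treated cells and 100% = cells given Gossypol at 36 µM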
* hit, by the source's call; . = not tested or not shown.

1) CC(C)CCN(CC(=O)NCc1ccc(F)cc1)S(=O)(=O)c1ccccc1F
2) O=C(CCC1CCCCC1)NC1CCCCC1
3) NC(=O)C1CCN(CCCNC2CC(=O)N(Cc3ccc(N4CCCC4=O)cc3)C2=O)CC1 (stereo not drawn)
4) O=C(COC(=O)c1cccnc1Cl)Nc1cccc(S(=O)(=O)N2CCCCC2)c1
5) C[C@@H]1CN([C@@H](C)CO)C(=O)CCCn2nncc2CO[C@H]1CN(C)S(=O)(=O)c1cccc(C#N)c1
6) CCN1C(=O)/C(=C2/C=Cc3cc(C)ccc3N2CC)N(C)C1=S
7) COc1ccc(CNC(=O)CCN2C(=O)c3ccccc3S2(=O)=O)cc1
8) CCOC(=O)C1=CNS(=O)(=O)NC1c1ccc(C)cc1 (stereo not drawn)

Assay by compound	1	2	3	4	5	6	7	8
TWEAK-Fn14 inh	-1	-21	0	18	5	-9	-5	4
LRH-1 inv ag	10	-19	21	3	-1	25	4	1
EBV LMP1 NFkB	-4	36	8	-5	-1	6	-3	-7
KKLEB cytotox	10	-7	7	8	-6	11	-1	-3
NR2F2 inh	-9	-9	0	-7	2	6	8	8
TRAIL sens C8	-12	11	3	-6	-9	-4	-4	-3
NCOA1 inh	17	-4	6	-3	-14	8	-1	5
TROY NFkB inh	-17	-57	-18	27	-7	3	-4	0
SRC3 inh	5	9	12	2	-5	7	-25	-11
CF NFkB block	-18	-8	8	-2	9	11	16	2
SRC2 inh	-15	-3	-15	-16	-31	8	-11	-4

Compound profiles, from the list above.
Entry for CC(C)CCN(CC(=O)NCc1ccc(F)cc1)S(=O)(=O)c1ccccc1F : TWEAK-Fn14 inh = -1; LRH-1 inv ag = 10; EBV LMP1 NFkB = -4; KKLEB cytotox = 10; NR2F2 inh = -9; TRAIL sens C8 = -12; NCOA1 inh = 17; TROY NFkB inh = -17; SRC3 inh = 5; CF NFkB block = -18; SRC2 inh = -15
Entry for C[C@@H]1CN([C@@H](C)CO)C(=O)CCCn2nncc2CO[C@H]1CN(C)S(=O)(=O)c1cccc(C#N)c1 : TWEAK-Fn14 inh = 5; LRH-1 inv ag = -1; EBV LMP1 NFkB = -1; KKLEB cytotox = -6; NR2F2 inh = 2; TRAIL sens C8 = -9; NCOA1 inh = -14; TROY NFkB inh = -7; SRC3 inh = -5; CF NFkB block = 9; SRC2 inh = -31

Remaining list, next part.
9) O=C(N/N=C/c1ccco1)c1ccc(NC(=O)C2CC2)cc1
10) OCCC1CN(Cc2cccc3nonc23)CCN1Cc1ccsc1 (stereo not drawn)
11) O=C(CSc1ncnc2c1nnn2Cc1ccc(F)cc1)NC1CCCC1
12) CC(C)(C)c1ccc(CN2C(=O)c3ccccc3S2(=O)=O)cc1
13) Cc1cccc(C)c1NC(=O)CN1CCN(C(=O)CNC(=O)c2ccc(-c3ccccc3)cc2)CC1
14) CCOc1ccc(NC(=O)CCC(=O)OC)cc1
15) Cc1cccc(C(=O)NNC(=O)CSc2nnc(C(C)C)n2C)c1
16) O=C(c1cc(-c2cccnc2)nc2ccccc12)N1CCN(S(=O)(=O)c2ccc(Cl)s2)CC1

Assay by compound	9	10	11	12	13	14	15	16
TWEAK-Fn14 inh	-3	-39	-1	16	-1	6	8	4
LRH-1 inv ag	12	16	-2	-9	12	13	16	0
EBV LMP1 NFkB	-5	1	-12	-19	11	4	1	-2
KKLEB cytotox	11	-6	12	-8	1	-9	-24	0
NR2F2 inh	8	1	0	-27	23	1	6	-16
TRAIL sens C8	-1	-3	-9	-4	9	6	2	12
NCOA1 inh	-1	1	-2	4	7	-4	2	-3
TROY NFkB inh	-2	20	5	5	11	8	10	10
SRC3 inh	-14	15	22	-10	-12	3	-15	7
CF NFkB block	-19	3	-11	-2	-21	3	10	-12
SRC2 inh	-52	-22	10	-10	9	-1	-7	11

17) Cc1ccccc1-c1nnc(SCC(=O)NC2CCCCC2)o1
18) Cc1cccc(NC(=O)CCS(=O)(=O)c2cc3c(cc2Cl)NC(=O)CO3)c1
19) C=CCNC(=O)c1onc(CSc2ccc(C(C)C)cc2)c1C(=O)O
20) COc1ccc(C2N(c3ccccc3)CCN2c2ccccc2)cc1O
21) CCS(=O)(=O)c1ccc2c(c1)N(S(=O)(=O)c1cccs1)CC(C(=O)O)O2 (stereo not drawn)
22) O=C(COc1cccnc1[N+](=O)[O-])Nc1cc(S(=O)(=O)N2CCCCC2)ccc1Cl
23) Cn1c(N)c(C(=O)CSc2nnc(-c3ccccc3F)n2C2CC2)c(=O)n(C)c1=O
24) CCN(CC)S(=O)(=O)c1ccc(N2CCCC2)c(NS(=O)(=O)c2ccc([N+](=O)[O-])cc2)c1

Assay by compound	17	18	19	20	21	22	23	24
TWEAK-Fn14 inh	-4	-7	-91	-39	9	8	11	-6
LRH-1 inv ag	-10	15	-1	-18	9	-11	-16	-10
EBV LMP1 NFkB	6	-2	-11	-2	1	6	-10	-7
KKLEB cytotox	11	-6	9	3	22	1	-6	4
NR2F2 inh	18	3	0	-2	4	-18	-10	2
TRAIL sens C8	11	-18	12	-6	-7	2	-8	-2
NCOA1 inh	1	3	9	-14	3	9	-11	-8
TROY NFkB inh	.	3	-11	-43	-5	-3	-8	-28
SRC3 inh	7	-17	-2	9	8	14	9	1
CF NFkB block	0	1	-19	-10	-44	8	18	4
SRC2 inh	-33	2	-2	7	-6	10	-5	-24

25) CC(C)(O[C@@H]1O[C@H](CO)[C@@H](O)[C@H](O)[C@H]1O)[C@@H]1CC=C(C(=O)O)CC1
26) Nn1c(COc2ccccc2)nc2ccccc2c1=O
27) CC1(C)SC2c3ccccc3C(=O)N2[C@@H]1C(=O)NCCCN1CCOCC1 (stereo partly drawn)
28) COC(=O)c1cc(=O)n(Cc2ccc3c(c2)OCO3)c(=Nc2ccc(F)cc2)s1
29) Cc1nnc(C)n1/N=C/c1ccc(-c2ccccc2Cl)o1
30) CN(C)S(=O)(=O)c1ccc(C(=O)NCC2(N3CCOCC3)CCCCC2)cc1
31) NC(=S)NNC(=O)[C@@H]1CCCC[C@@H]1C(=O)O
32) CC(=O)Nc1ccc(S(=O)(=O)Nc2ccc(S(=O)(=O)N3CCCCCC3)cc2)cc1

Assay by compound	25	26	27	28	29	30	31	32
TWEAK-Fn14 inh	13	-9	-20	42	-14	3	-7	-13
LRH-1 inv ag	2	-28	19	-12	-8	-4	1	11
EBV LMP1 NFkB	3	-7	71*	-2	-2	-24	6	0
KKLEB cytotox	5	-4	11	-8	-1	-12	-1	2
NR2F2 inh	-1	-15	7	-17	-11	0	.	1
TRAIL sens C8	2	-5	-5	13	13	-13	17	11
NCOA1 inh	-8	-30	-8	-13	9	-7	-25	-17
TROY NFkB inh	-23	-25	-3	22	-6	-7	-16	-4
SRC3 inh	-11	-22	4	-4	4	5	-4	-6
CF NFkB block	3	4	-11	28	-14	1	-1	-4
SRC2 inh	-21	-46	-10	8	-8	1	.	0

33) O=C(Cc1ccccc1)NNC(=O)C1CC=CCC1 (stereo not drawn)
34) O=C(CCC(=O)Nc1ccccc1Cl)NNC(=S)Nc1ccccc1C(F)(F)F
35) CCO[C@@H]1OC(C(=O)N2CCOCC2)=C[C@H](C(C)(C)C)[C@H]1CCCO
36) CCC(C)(C)n1nnnc1C(c1cccc(C#N)c1)N1CCN(c2cccc(C)c2C)CC1 (stereo not drawn)
37) CC(C)=CCC/C(C)=C/C=N/NC(=O)c1ccccc1[N+](=O)[O-]
38) COC(=O)C1(C)CCCC2(C)c3cc(OC)ccc3C(=O)C(Br)C12 (stereo not drawn)
39) COc1ccccc1N1CCN(C(=O)c2cc3ccccc3[nH]2)CC1
40) CNS(=O)(=O)c1ccc(Cl)nc1

Assay by compound	33	34	35	36	37	38	39	40
TWEAK-Fn14 inh	10	-3	-4	9	-4	-3	4	25
LRH-1 inv ag	8	6	4	9	4	7	16	-3
EBV LMP1 NFkB	-6	6	-2	7	-2	0	34	-7
KKLEB cytotox	-4	2	2	-4	-3	-1	0	14
NR2F2 inh	6	-1	-7	12	-10	-2	18	5
TRAIL sens C8	9	-21	-10	15	-31	21	-2	22
NCOA1 inh	12	5	9	-12	-19	-4	0	-24
TROY NFkB inh	-8	4	15	-4	15	9	13	-10
SRC3 inh	2	-8	0	17	-14	17	-12	17
CF NFkB block	-3	-16	1	19	-2	26	2	-9
SRC2 inh	6	-27	4	13	18	20	-23	18

41) COc1cccc(CC2(CO)CCCN(Cc3sc(N4CCCC4)nc3Cl)C2)c1 (stereo not drawn)
42) O=c1c([N+](=O)[O-])c(NC2CCCCC2)c2ccccc2n1-c1ccccc1
43) Cc1ccc(NC(=O)Nc2ccc(F)c(Cl)c2)cc1
44) CC1Cc2nc(SCC(=O)Nc3ccc4c(c3)OCCO4)n(C)c(=O)c2S1 (stereo not drawn)
45) CCC1CCCCN1C(=S)NC(=O)c1cccs1 (stereo not drawn)
46) CC(=O)Nc1ccc(OCc2ccc3c(c2)OCO3)cc1
47) CC(C)OCCCNC(=O)c1c(N)n(/N=C/c2ccccn2)c2nc3ccccc3nc12
48) CSCCC(N=C(NS(=O)(=O)c1ccc(Br)cc1)c1ccccc1)C(=O)O (stereo not drawn)
49) Cc1ccc(C(=O)NC(=S)Nc2ccc3[nH]c(=O)[nH]c3c2)c(C)c1

Assay by compound	41	42	43	44	45	46	47	48	49
TWEAK-Fn14 inh	0	-5	24	42	-16	-21	35	0	-7
LRH-1 inv ag	7	-19	-99	19	-6	-84	17	5	3
EBV LMP1 NFkB	1	-2	-10	-8	-7	-22	24	3	4
KKLEB cytotox	6	-14	13	-5	8	2	-22	4	10
NR2F2 inh	8	2	-8	19	-4	-23	-1	-1	-11
TRAIL sens C8	14	-14	-11	37	-6	11	33	-3	-6
NCOA1 inh	-9	-8	-73	1	-12	-102	8	-1	-5
TROY NFkB inh	7	-5	1	71*	-25	-26	-16	22	15
SRC3 inh	5	5	-43	11	4	-90	2	4	2
CF NFkB block	9	-5	10	-8	-11	8	56*	4	-26
SRC2 inh	6	0	-24	-14	-12	-56	-43	8	7

CF NFkB block, what is marked active above
#	SMILES	TWEAK-Fn14 inh	LRH-1 inv ag	EBV LMP1 NFkB	NR2F2 inh	NCOA1 inh	SRC3 inh	CF NFkB block	SRC2 inh
47	CC(C)OCCCNC(=O)c1c(N)n(/N=C/c2ccccn2)c2nc3ccccc3nc12	35	17	24	-1	8	2	56*	-43
